Compound activity: PubChem BioAssay, several laboratories
RSV CPE inhibition – RSV antiviral activity via CPE protection, HEp-2 cells, primary 10 µM value included (AID 2391); HEp-2 cells, RSV-induced CPE inhibition; higher % means a stronger effect; CPE inhibition, % at 10 µM, or IC50 in µM where a hit was titrated; 310,000 tested, 0.13% active; in the data active means a potency from the dose series; inconclusive means CPE inhibition mostly from about 23% at the one dose, without a potency; inactive means the rest, 99 in 100 with CPE inhibition below about 21%; further: strong numbers were not always called active
SV40 large T antigen – SV40 large T antigen inhibitors, biochemical (AID 1903). SV40 large T antigen ATPase/helicase inhibition assay; higher % means a stronger effect. inhibition, % at 20 µM; hits with a dose series show IC50 in µM. 310,000 tested, 0.39% active; in the data active means a potency from the dose series; inconclusive means inhibition mostly from about 32% at the one dose, without a potency; inactive means the rest, 99 in 100 with inhibition below about 32%; further: strong numbers were not always called active
GPR55 LPI antagonism – GPR55 antagonists blocking LPI-driven arrestin recruitment, primary screen, imaging, U2OS, beta-arrestin-GFP, LPI agonist (AID 2013); G-protein coupled receptor 55 (Homo sapiens); U2OS GPR55 beta-arrestin-GFP translocation imaging, LPI antagonism; higher % means a stronger effect; inhibition, % at 10 µM, or IC50 in µM where a hit was titrated; 290,000 tested, 0.13% active;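 active means spots per cell inhibited over 60%, with over 100 cells counted and total cytoplasm intensity under 500,000; inconclusive means wells with under 100 cells, flagged as likely toxic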;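 further: U2OS cells stably carrying GPR55 and arrestin-GFP stimulated by 5 µM LPI near EC80; imaged beta-arrestin-GFP aggregate spots per cell after agonist stimulation; plate controls were LPI-stimulated DMSO wells for no effect and DMSO wells without LPI for full effect; some results filed as inactive read as strong as hits; confirmed hits need IC50 under 10 µM and bright autofluorescent wells are also inconclusive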
NS5 inhibitors – Dengue-2 NS5 methyltransferase inhibitors, primary screen, biochemical, confirmation dose response (AID 588689). 340,000 tested, 0.3% active. inhibition, % at 25 µM, or IC50 in µM where a hit was titrated. Dengue-2 NS5 methyltransferase capping enzyme assay, biochemical; higher % means a stronger effect; in the data active means a potency from the dose series; inconclusive means inhibition above about 29% without an active follow-up result
HIV fusion peptide – inhibitors of HIV fusion peptide binding, primary screen, biochemical, uHTS, fluorescence dequenching (AID 1986) | 290,000 tested, 0.3% active | one-dose inhibition, % at 20 µM; IC50 in µM for titrated hits | cell-free peptide binding, fluorescence dequenching, 30 min; higher % means a stronger effect; in the data active means inhibition mostly above about 52%, no sharp cut-off; inactive means mostly below about 76%; further: some results filed as inactive read as strong as hits
PhoP inhibition – inhibitors of PhoP regulon expression, primary screen, Salmonella Typhimurium, GFP reporter (AID 1863); one-dose inhibition, % at 50 µM; IC50 in µM for titrated hits; S. Typhimurium PhoP-regulated promoter GFP reporter, 4 h; higher % means a stronger effect; 300,000 tested, 0.16% active;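 active means inhibition over 29.93%, a cutoff 3 SD above the screen mean, later confirmed by dose response; inconclusive means inhibition over 29.93% but no dose response follow-up; inactive means inhibition at most 29.93% or unconfirmed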;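 further: 0% = low Mg2+ inducing control and 100% = high Mg2+ repressing control; strong numbers were not always called active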
GPR35 antagonists – GPR35 antagonists blocking zaprinast-driven arrestin recruitment, primary screen, imaging, U2OS, beta-arrestin-GFP, zaprinast agonist (AID 2058); G-protein coupled receptor 35 (Homo sapiens); 290,000 tested, 0.052% active; inhibition, % at 10 µM; hits with a dose series show IC50 in µM; U2OS GPR35 beta-arrestin-GFP translocation imaging, zaprinast antagonism; higher % means a stronger effect;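 active means inhibition of at least 50% with at least 30 cells and total cytoplasm GFP at most 10,000,000; inconclusive means under 30 cells or total GFP of 10,000,000 plus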
UTI89 phage lysis – inhibition of K1F phage lysis, E. coli UTI89, bacterial capsule biogenesis inhibitors, alamar blue (AID 488966); E. coli UTI89 K1F phage lysis, alamar blue, 2 h; higher % means a stronger effect; inhibition, % at 100 µM; hits with a dose series show IC50 in µM; 340,000 tested, 0.02% active;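 active means phage lysis inhibition, versus mean bacterial control, above a set limit; inconclusive means no clear call, values can overlap the other calls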;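 further: capsule biogenesis inhibitors block K1F phage lysis so surviving cells raise fluorescence; higher fluorescence means more inhibition of phage lysis; actives were called in the ten point dose series up to 300 µM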
MgcRacGAP inhibition – MgcRacGAP GTPase-activating activity inhibitors, confirmation, biochemical, ADP Hunter fluorescence. Rac GTPase-activating protein 1 (Homo sapiens). 340,000 tested, 0.6% active. MgcRacGAP-stimulated Rac1 GTP hydrolysis, ADP Hunter fluorescence; higher % means a stronger effect; GST-tagged Rac1 F28L mutant substrate. inhibition, % at 30 µM; hits with a dose series show IC50 in µM;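 active means first-screen hits whose inhibition reached a set limit at any dose in the follow-up dose series; inconclusive means inhibition above the set first-screen limit but never retested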;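 further: fluorescence reports GDP produced by GAP-driven GTP hydrolysis; strong numbers were not always called active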
The depositor's hits bear a star; ? = inconclusive; nt = no result given; [ ] = another dose, or the depositor's remark.

SMILES	RSV CPE inhibition	SV40 large T antigen	GPR55 LPI antagonism	NS5 inhibitors	HIV fusion peptide	PhoP inhibition	GPR35 antagonists	UTI89 phage lysis	MgcRacGAP inhibition
CC(=O)c1ccc(NC(=S)N2CCN(CCN3C(=O)c4cccc5cccc(c45)C3=O)CC2)cc1	1.1%	3.7%	-1.4%	-5.2%	0.1%	-11.9%	-8.4%	1.9%	7.5%
COc1ccc(C(=O)N2CCC(C(=O)O)CC2)cc1	0.4%	4.6%	1.5%	1.6%	-0.6%	-2.2%	-8.1%	7.8%	2.9%
Cc1ccc2cn[nH]c2c1N	2.7%	15.5µM*	-3.7%	10.1%	-2.3%	-2.8%	3.6%	0.1%	?
CC(C)c1ccc(NC(=O)CNC(=O)Cn2cnc3ccccc3c2=O)cc1	1.2%	1.9%	8.9%	-13.4%	-0.4%	7.4%	-2.9%	0.1%	12.3%
COc1ccc(CCNC(=O)c2cn(C)c3ccc(S(=O)(=O)N4CCOCC4)cc3c2=O)cc1OC	2.2%	5.2%	1.7%	-5.3%	-1.6%	-0.7%	9.8%	-0.4%	-17.3%
CCCCN(C)C(=O)Cn1cnc2sc(C)c(S(=O)(=O)N3CCN(c4ccccc4OC)CC3)c2c1=O	2.2%	1.9%	3.2%	-2.4%	0.0%	2.2%	4.6%	-0.2%	4.9%
Cc1ccc(-n2c(C)nnc2SCC(=O)N2CCc3ccccc3C2)cc1	5.3%	12.0%	7.0%	7.7%	-0.6%	-5.7%	4.7%	3.7%	4.3%
CCCCOC(=O)c1cc(=O)[nH]c2ccc(C)cc12	-4.3%	0.4%	-6.4%	0.0%	-0.8%	0.5%	-7.3%	-0.7%	6.0%
O=c1c2cc([N+](=O)[O-])cc([N+](=O)[O-])c2[nH]n1-c1ccccc1	8.9%	10.0%	13.8%	22.2%	0.3%	3.4%	3.4%	-0.1%	nt
CCOC(=O)[C@H]1[C@H]2COc3ccc(C)cc3[C@@H]2N2C(=O)c3cc(F)ccc3NC(=O)[C@@]12C	-0.3%	16.1%	nt	0.8%	nt	nt	nt	2.7%	8.2%
Cc1ccc([N+](=O)[O-])c(OCC(O)CNC(C)(C)C)c1 (configuration not stated)	nt	5.2%	1.3%	nt	-0.8%	-0.1%	1.9%	nt	nt
CC(NC(=O)/C(=C/c1cccc([N+](=O)[O-])c1)NC(=O)c1ccco1)C(=O)O (configuration not stated)	0.9%	14.3%	3.5%	3.9%	0.0%	-5.3%	-8.4%	0.0%	10.7%
Cc1ccc2cc(C#N)c(N3CCN(C)CC3)nc2c1	-0.2%	12.0%	12.8%	-5.6%	-1.5%	1.7%	3.5%	0.6%	17.3%
COc1cccc(-c2cc(=O)c3cc(NC(=O)c4ccc(Cl)cc4)ccc3[nH]2)c1	0.7%	9.1%	-2.5%	0.0%	1.9%	-5.7%	0.7%	0.5%	4.6%
COC(=O)C(C)Sc1ncnc2c1c(-c1ccccc1)cn2-c1ccc(OC)cc1 (configuration not stated)	12.9%	15.3%	13.3%	-0.7%	0.1%	-5.7%	-16.2%	-4.3%	1.5%
O=C(CN1C2CCCC1CC(NC(=O)c1ccco1)C2)Nc1ccccc1 (configuration not stated)	0.2%	4.3%	5.7%	6.2%	0.1%	1.0%	-13.0%	0.2%	9.3%
CCOc1cccc2sc(Cl)nc12	-1.4%	-1.2%	-1.9%	0.0%	-0.7%	4.8%	-3.8%	0.7%	3.2%
CCOC(=O)C1=C(C)N=C2c3ccccc3C(=O)C2C1c1ccc(Cl)cc1 (configuration not stated)	55.0%	7.3%	nt	6.3%	-5.9%	2.0%	-2.2%	0.0%	-1.2%
CN(C)/C=N/c1cc(=O)[nH]c(=O)n1C	1.9%	-2.0%	9.5%	10.0%	-3.0%	-1.8%	4.3%	0.4%	7.0%
O=S(=O)(NCCC1=CCCCC1)c1cccc(Br)c1	20.3%	16.3%	nt	0.7%	nt	0.1%	nt	-1.2%[50 µM]	0.9%
O=C(NCc1ccc(Cl)cc1)c1cc(S(=O)(=O)N2CCCCC2)c[nH]1	2.6%	nt	-2.9%	-1.4%	0.9%	nt	-21.6%	-3.7%	-1.4%
Cc1ccc(OCCSc2cc(C)nc(N)n2)cc1	19.5%	5.8%	2.4%	1.6%	-2.6%	12.9%	-7.6%	1.2%	13.7%
O=C(NOC(=O)c1cc(Br)ccc1Cl)c1cccs1	1.0%	1.8%	17.5%	-2.4%	-2.7%	-5.8%	0.5%	0.8%	5.8%
Cc1ncoc1C(=O)Nc1ccc(Oc2ccccc2)cc1	-1.2%	-3.3%	-0.6%	0.0%	1.4%	-15.2%	-2.1%	2.2%	-2.2%
Cc1nc(N)nc(C)c1Cc1ccccc1	3.2%	5.9%	-14.4%	-9.5%	-1.2%	0.4%	-5.7%	4.3%	4.7%
CC1CCC(NC(=O)CCS(=O)(=O)c2ccc3c(c2)CCN3C(=O)C2CC2)CC1 (configuration not stated)	2.0%	14.8%	8.8%	-4.1%	-2.0%	-0.5%	22.8%	0.0%	-3.9%
O=C1CCC(=O)N1CCOP1(=O)COc2ccccc2OC1	0.8%	-5.2%	-3.6%	-0.8%	0.2%	8.5%	-0.2%	0.5%	2.4%
CN1CCN(C2OC(=O)c3ccccc32)CC1 (configuration not stated)	1.1%	4.0%	2.6%	0.0%	22.0%	4.4%	-0.8%	0.7%	7.1%
COc1ccc(-c2nn(-c3ccccc3)cc2C(=O)Nc2ccc(C(=O)O)cc2)cc1	6.1%	16.3%	10.7%	-9.5%	14.2%	0.6%	3.9%	-2.0%	4.8%
O=Cc1ccc(OCCN2CCCC2=O)cc1	0.6%	4.1%	7.1%	5.0%	-0.5%	2.3%	1.8%	-1.7%	-0.6%
O=C(Nc1ccccc1C(=O)N1CCCC1)c1cccc(S(=O)(=O)N2CCCCCC2)c1	2.9%	8.3%	1.9%	3.2%	-1.5%	-1.2%	-11.5%	0.1%	8.7%
CN(C)c1cccc(C(=O)OC(C(=O)Nc2ccc([N+](=O)[O-])cc2Br)c2ccccc2)c1 (configuration not stated)	3.2%	15.1%	10.5%	38.3%	0.2%	3.8%	-4.6%	3.5%	5.4%
CC(C)(C)c1cc(CCC(=O)N2CCC2)cc(C(C)(C)C)c1O	2.3%	6.5%	5.2%	-4.6%	0.8%	-2.6%	1.3%	0.0%[50 µM]	-5.1%
CN(C)c1ccc(/C=C/C(=O)c2ccccc2O)cc1	1.1%	9.6%	11.5%	-34.8%	40.2%	4.7%	21.4%	0.2%	10.1%
CC(C)CC(=O)Nc1ccc(Nc2ccccc2)cc1	4.2%	23.4%	4.6%	6.5%	-1.0%	-0.9%	-5.4%	3.9%	22.4%
C=CCSc1nc2ccsc2c(=O)n1-c1ccccc1	-0.7%	4.9%	-1.0%	-3.0%	-1.5%	-10.5%	-12.4%	-1.0%	-6.0%
COCC(C)NS(=O)(=O)c1ccc(NC(=O)c2ccccn2)cc1 (configuration not stated)	-0.1%	15.9%	5.9%	-1.5%	-0.2%	4.0%	-6.2%	0.3%	-1.2%
Cc1cc(NC(=O)c2ccccc2)n(C)n1	1.2%	25.1%	-10.1%	3.9%	-1.0%	-1.7%	4.2%	0.1%	2.6%
COc1cc(OC)cc(C(=O)Nc2nc3ccc(S(C)(=O)=O)cc3s2)c1	1.1%	-1.8%	5.0%	-17.3%	2.5%	2.0%	-1.8%	0.1%	4.5%
Cc1ccc(NC(=O)COC(=O)CNC(=O)c2ccc(C)s2)cc1	-0.2%	4.0%	-4.7%	-6.7%	0.6%	0.1%	-3.4%	0.9%	5.8%
O=C(OCc1ccccc1)C1=NNC2C(=O)N(c3ccccc3)C(=O)C12 (configuration not stated)	0.8%	6.5%	-6.4%	-1.3%	-0.6%	4.6%	7.7%	2.1%[50 µM]	1.1%
COCCCN1C(=O)C(=O)/C(=C(/O)c2ccc(OC(C)C)cc2)C1c1ccc(O)c(OC)c1 (configuration not stated)	0.5%	19.6%	-1.0%	nt	-2.4%	4.8%	-9.8%	nt	nt
Cc1c(NC(=O)C(C)Sc2n[nH]c(N)n2)c(=O)n(-c2ccccc2)n1C (configuration not stated)	3.0%	-0.3%	-8.3%	-6.2%	0.7%	-8.0%	18.2%	0.5%	13.7%
COc1ccccc1-n1nnnc1SCC(=O)N(C)C1CCS(=O)(=O)C1 (configuration not stated)	0.0%	nt	nt	0.0%	nt	nt	nt	-0.1%[50 µM]	-1.8%
COC(=O)C(Cc1ccc(O)cc1)N1Cc2ccccc2C1=O (configuration not stated)	0.4%	15.3%	6.2%	-7.2%	2.2%	0.1%	8.0%	0.3%	7.6%

Looked up above:
`O=C(OCc1ccccc1)C1=NNC2C(=O)N(c3ccccc3)C(=O)C12` (configuration not stated) in GPR35 antagonists → 7.7%
`COc1ccccc1-n1nnnc1SCC(=O)N(C)C1CCS(=O)(=O)C1` (configuration not stated) in NS5 inhibitors → 0.0%
`COCCCN1C(=O)C(=O)/C(=C(/O)c2ccc(OC(C)C)cc2)C1c1ccc(O)c(OC)c1` (configuration not stated) in GPR55 LPI antagonism → -1.0%
`Cc1c(NC(=O)C(C)Sc2n[nH]c(N)n2)c(=O)n(-c2ccccc2)n1C` (configuration not stated) in MgcRacGAP inhibition → 13.7%
`COC(=O)C(Cc1ccc(O)cc1)N1Cc2ccccc2C1=O` (configuration not stated) in SV40 large T antigen → 15.3%

Given with bars between the fields: entries from further up
structure | RSV CPE inhibition | SV40 large T antigen | GPR55 LPI antagonism | NS5 inhibitors | HIV fusion peptide | PhoP inhibition | GPR35 antagonists | UTI89 phage lysis | MgcRacGAP inhibition
COCCCN1C(=O)C(=O)/C(=C(/O)c2ccc(OC(C)C)cc2)C1c1ccc(O)c(OC)c1 (configuration not stated) | 0.5% | 19.6% | -1.0% | nt | -2.4% | 4.8% | -9.8% | nt | nt
O=C(OCc1ccccc1)C1=NNC2C(=O)N(c3ccccc3)C(=O)C12 (configuration not stated) | 0.8% | 6.5% | -6.4% | -1.3% | -0.6% | 4.6% | 7.7% | 2.1%[50 µM] | 1.1%
